# Screening results from PubChem BioAssay.
# EBI2 antag = blocks human EBI2 receptor beta-arrestin signaling. inhibition, % at 5 µM. AID 651636. 0.81% of 360,000 active. P32249. EBI2 beta-arrestin recruitment, luminescence, 7a,25-OHC stimulated; in the data active = inhibition above about 38%;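 also: enzyme fragment complementation signal reports receptor beta-arrestin coupling in cells; 0% = agonist plus DMSO wells and 100% = wells without agonist; some results beyond the cut were filed as inactive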
# Gli-Sufu block = blocks Gli-Sufu signaling in a luciferase reporter. AID 588413. inhibition, % at 5 µM. 0.74% of 340,000 active. Sufu-KO-LIGHT fibroblasts, Gli luciferase reporter luminescence;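 active = inhibition above about 55%, limit read from the data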;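 also: 0% = DMSO-treated cells and 100% = wells with medium but no cells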
# APOBEC3G inh = inhibitors of human APOBEC3G DNA deaminase; Q9HC16; recombinant A3G, ssDNA deamination FAM/TAMRA fluorescence; inhibition, % at 20 µM; 0.28% of 330,000 active; AID 493012;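 active = inhibition of at least 40% at 20 µM, with no more than 30% in the related APOBEC3A deaminase screen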;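 also: plate controls were DMSO wells with A3G for no effect and wells lacking A3G enzyme for full effect; some compounds called inactive have numbers as strong as hits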
# APOBEC3A inh = human APOBEC3A DNA deaminase inhibition | P31941 | recombinant A3A, FAM/TAMRA ssDNA deamination fluorescence | inhibition, % at 20 µM | 0.41% of 330,000 active;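 active = at least 40% inhibition at 20 µM here, with at most 30% in a related deaminase screen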;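 also: plate controls were A3A with DMSO for no effect and wells lacking A3A enzyme for full effect; some results filed as inactive read as strong as hits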
# Target sequence (P31941 whole entry, looked up): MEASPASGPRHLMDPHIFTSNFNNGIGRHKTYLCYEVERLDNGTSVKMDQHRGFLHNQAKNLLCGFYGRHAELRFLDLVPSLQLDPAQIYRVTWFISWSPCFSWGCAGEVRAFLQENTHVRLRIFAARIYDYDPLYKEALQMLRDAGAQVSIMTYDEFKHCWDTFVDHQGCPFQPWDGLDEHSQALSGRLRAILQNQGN
# MPTP inh = permeability transition pore inhibition | AID 602449 | isolated mouse mitochondria, Ca2+ swelling absorbance, 30 min | 1.4% of 360,000 active | inhibition, % at 10 µM;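 active = inhibition of 50% or more, scaled per plate between neutral and stimulator controls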;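 also: 0% = DMSO wells given calcium and 100% = 1 mM EGTA wells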
# NR3A LBD binder = modulates the human NR3A ligand-binding domain; Tm shift relative to glycine control, % at 25 µM; AID 1259313; NR3A LBD differential scanning fluorimetry, Tm shift; 0% = protein alone, 100% = glycine-bound protein; 2.5% of 340,000 active;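 active = melting temperature shift of at least 10% of the positive control shift, at one fixed dose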
# CXCR6 inh = inhibitors of human CXCR6 receptor | O00574 | CHO-K1 PathHunter CXCR6 beta-arrestin, luminescence | inhibition, % at 20 µM | 0.36% of 360,000 active | AID 602244; in the data active = inhibition above about 34%, passing the limit was not always enough;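 also: antagonist mode with CXCL16 agonist at 10 nM final; 0% = 10 nM CXCL16 with DMSO and 100% = unstimulated wells without agonist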
# Target sequence (O00574 whole entry, looked up): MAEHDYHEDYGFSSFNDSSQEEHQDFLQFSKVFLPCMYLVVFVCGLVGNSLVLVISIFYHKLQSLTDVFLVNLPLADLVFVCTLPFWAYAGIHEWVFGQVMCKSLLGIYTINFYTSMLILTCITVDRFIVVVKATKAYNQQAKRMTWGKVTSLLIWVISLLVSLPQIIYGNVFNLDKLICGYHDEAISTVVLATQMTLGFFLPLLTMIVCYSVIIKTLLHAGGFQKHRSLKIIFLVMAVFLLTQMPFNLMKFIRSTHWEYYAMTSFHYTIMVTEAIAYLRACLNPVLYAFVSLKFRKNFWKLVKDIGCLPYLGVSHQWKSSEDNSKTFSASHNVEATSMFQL
# CCR6 antag = antagonists of human CCR6 receptor | P51684 | CHO-K1 CCR6 PathHunter beta-arrestin, luminescence, CCL20-stimulated | inhibition, % at 20 µM | 0.49% of 340,000 active | AID 493098;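 active = compounds whose inhibition of the agonist-driven luminescence signal at 20 µM reaches about 50%, limit read from the data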;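 also: cells stimulated with CCL20 at 14 nM final; plate controls were DMSO with CCL20 for no effect and DMSO without agonist for full effect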
# Target sequence (P51684 whole entry, looked up): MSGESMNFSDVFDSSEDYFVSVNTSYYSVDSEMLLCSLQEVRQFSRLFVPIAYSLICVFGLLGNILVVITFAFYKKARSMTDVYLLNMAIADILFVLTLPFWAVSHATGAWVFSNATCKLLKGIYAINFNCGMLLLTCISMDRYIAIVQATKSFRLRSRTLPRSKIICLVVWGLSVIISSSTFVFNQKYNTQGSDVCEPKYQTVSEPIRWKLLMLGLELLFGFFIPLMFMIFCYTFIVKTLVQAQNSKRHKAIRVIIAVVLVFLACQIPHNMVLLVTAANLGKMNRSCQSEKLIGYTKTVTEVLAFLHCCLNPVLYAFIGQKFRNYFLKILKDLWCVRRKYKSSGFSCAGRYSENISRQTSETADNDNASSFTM
# Active calls of the source: *; . = no result given. Outcome played no part in choosing rows, and some 5.8% of all compounds hit somewhere here.
molecule	EBI2 antag	Gli-Sufu block	APOBEC3G inh	APOBEC3A inh	MPTP inh	NR3A LBD binder	CXCR6 inh	CCR6 antag
CCc1cc(=O)oc2c(C)c(OCC(=O)NCc3ccccn3)ccc12	5	49	-4	-2	0.5	1	-2	14
COc1cc(/C=C/C(=O)OCC(=O)Nc2ccc(Cl)cn2)ccc1O	-5	-3	1	7	-1.5	1	1	3
Cc1ccc(-c2cc(C(=O)Nc3c(C)n(C)n(-c4ccccc4)c3=O)[nH]n2)c(O)c1C	9	-10	-3	4	0.6	-5	13	12
COc1ccc(S(=O)(=O)N2CC(=O)Nc3ccccc32)cc1F	-3	10	-1	3	-1.0	-1	0	3
C[C@@H]1CC[C@@]2(OC1)O[C@H]1C[C@H]3[C@@H]4CC=C5C[C@@H](O)[C@H](O)C[C@]5(C)C4CC[C@]3(C)[C@H]1[C@@H]2C (some centres undefined)	0	5	-4	-3	0.8	0	-10	-10
O=P(COCCOCP(=O)(c1ccccc1)c1ccccc1)(c1ccccc1)c1ccccc1	-5	-7	-1	1	0.8	1	11	5
O=C(CCN1CCCC1Cc1ccccc1)c1ccc2c(c1)OCCO2 (centres undefined)	5	-2	-4	1	12	-1	8	19
O=C(O)CCSc1nnc(COc2ccc(Cl)cc2)n1-c1ccccc1	-4	1	-3	-2	-1.2	4	2	-13
Cc1[nH]c2ccc(C(=O)OC(C)C(=O)NC3(C#N)CCCCC3)cc2c1C (centres undefined)	-1	-2	-10	-2	-0.7	-4	2	-4
Cc1cc(C)c(NC(=O)c2ccc(S(=O)(=O)N(C)C)cc2)c(C)n1	-5	-6	-8	-4	0.0	-1	7	-3

# Continuation.
molecule	EBI2 antag	Gli-Sufu block	APOBEC3G inh	APOBEC3A inh	MPTP inh	NR3A LBD binder	CXCR6 inh	CCR6 antag
CCOc1ccc(NC(=O)CNC(=O)c2cccs2)cc1	6	-8	-4	0	0.5	6	6	6
O=C(COC(=O)Cc1ccc(-c2ccccc2)cc1)NCc1ccc(F)cc1	5	-15	-9	-3	-0.8	4	10	-26
COc1ccc(NC(=S)SC)cc1OC	0	-6	-1	1	-2.0	-2	-5	20
Cc1ccc(-c2csc(N3CCN(c4cc5c(cc4Cl)nc(C(C)N)n5CCCO)CC3)n2)cc1 (centres undefined)	-5	-11	-7	-2	-0.4	-3	1	2
CCC1C(=O)C(C)(C)C(=O)OC1c1ccc([N+](=O)[O-])cc1 (centres undefined)	22	22	.	.	0.2	2	-1	-2
COc1cccc(NS(=O)(=O)c2ccc3c(c2)N(C(C)=O)CCO3)c1	2	-17	-9	-6	1.4	2	-14	4
CCCc1cc(C(=O)N(C)CC(=O)Nc2ccc(OCC)c(OCC)c2)sc1C	-3	-6	-10	-1	-1.6	0	7	8
COc1ccc2sc(-c3ccc(S(C)(=O)=O)cc3)c(C#Cc3cncn3C)c2c1	-7	7	-7	-3	-0.5	-5	5	-1
Cc1ccc(NC(=O)c2ccc3c(c2)OCO3)cc1Cl	-6	-102	-4	0	1.0	17*	1	0
COc1ccc(N(CC(=O)N/N=C(\C)c2ccc(C)cc2)S(=O)(=O)c2ccccc2)cc1	3	-20	-5	-1	1.8	1	-8	5

# Next part, overlapping the part above by 5 compounds.
molecule	EBI2 antag	Gli-Sufu block	APOBEC3G inh	APOBEC3A inh	MPTP inh	NR3A LBD binder	CXCR6 inh	CCR6 antag
COc1cccc(NS(=O)(=O)c2ccc3c(c2)N(C(C)=O)CCO3)c1	2	-17	-9	-6	1.4	2	-14	4
CCCc1cc(C(=O)N(C)CC(=O)Nc2ccc(OCC)c(OCC)c2)sc1C	-3	-6	-10	-1	-1.6	0	7	8
COc1ccc2sc(-c3ccc(S(C)(=O)=O)cc3)c(C#Cc3cncn3C)c2c1	-7	7	-7	-3	-0.5	-5	5	-1
Cc1ccc(NC(=O)c2ccc3c(c2)OCO3)cc1Cl	-6	-102	-4	0	1.0	17*	1	0
COc1ccc(N(CC(=O)N/N=C(\C)c2ccc(C)cc2)S(=O)(=O)c2ccccc2)cc1	3	-20	-5	-1	1.8	1	-8	5
CCc1ccccc1NC(=O)CCS(=O)(=O)c1ccc(Br)cc1	-4	6	5	8	0.3	2	6	13
CC(=O)Nc1nc(C)c(C(C)(C)C)s1	-10	-11	0	1	-0.4	1	-11	0
COc1cc(NC(=O)C2CCN(S(=O)(=O)c3ccc4[nH]c(=O)oc4c3)CC2)cc(OC)c1	-4	34	23	3	1.0	4	-6	0
COC(=O)c1ccc(C(=O)OC)c(NC(=O)Oc2ccccc2)c1	-2	-4	-3	-2	-1.0	1	0	15
CN(C)c1ccc(C=C2C(=O)OC(C)(C(C)(C)C)OC2=O)cc1 (centres undefined)	-7	-5	-6	-3	12	1	1	-1
CCN(C[C@H]1N[C@@](Cc2ccccc2)(C(=O)OC)[C@H]2C(=O)N(Cc3ccccc3)C(=O)[C@@H]12)S(=O)(=O)c1ccc(C)cc1	-2	16	2	2	2.0	0	2	17
NC(=O)CC(NC(=O)Cc1cccc2ccccc12)c1ccc(NC2CCCC2)c([N+](=O)[O-])c1 (centres undefined)	1	-7	.	.	-0.9	-1	-1	2
O=C(Nc1ccccc1Cl)N1CCN(c2ccc3nnc(-c4ccc(F)cc4)n3n2)CC1	9	4	-3	4	-1.3	-2	4	-15
O=C1CN(C(=O)COC(=O)CCNS(=O)(=O)c2ccc(Cl)cc2)c2ccccc2N1	-4	2	14	-5	1.4	1	-4	3
N#Cc1ccc2ccn(CC(=O)NCc3ccccc3)c2c1	6	0	2	-5	0.2	-1	-16	-2

# Of the compounds above, 2 contain a tert-butyl group.
molecule	EBI2 antag	Gli-Sufu block	APOBEC3G inh	APOBEC3A inh	MPTP inh	NR3A LBD binder	CXCR6 inh	CCR6 antag
CC(=O)Nc1nc(C)c(C(C)(C)C)s1	-10	-11	0	1	-0.4	1	-11	0
CN(C)c1ccc(C=C2C(=O)OC(C)(C(C)(C)C)OC2=O)cc1 (centres undefined)	-7	-5	-6	-3	12	1	1	-1

# Next part:
molecule	EBI2 antag	Gli-Sufu block	APOBEC3G inh	APOBEC3A inh	MPTP inh	NR3A LBD binder	CXCR6 inh	CCR6 antag
CCOc1ccccc1C(=O)NCCCn1ccnc1	2	9	-5	-3	-0.9	0	2	-15
COC(=O)[C@H]1C[C@@H](c2ccccc2)[C@H](C)C1(C)C	-4	-1	-11	-2	-0.8	0	-5	13
CC(N=C1CC(C)(C)CC(=O)/C1=C(/O)CCCN1C(=O)c2ccccc2C1=O)C(=O)O (centres undefined)	7	12	-1	1	0.2	0	-2	2
O=C(NCC(=O)N1CCCC(C(F)(F)F)C1)c1cccs1 (centres undefined)	-14	3	.	.	-2.3	-1	-3	16
N#Cc1c(NC(=O)CSc2nnnn2C2CCCCC2)sc2c1CCCC2	5	2	-6	-1	13	3	-6	-7
COc1ccc(C)cc1S(=O)(=O)Nc1cccc(C)c1	-3	3	-2	0	-2.8	-1	-2	3
CC(=O)N[C@H]1[C@H](Oc2ccc3c(c2)CCC2C3CC[C@]3(C)C(=O)CCC23)O[C@H](CO)[C@@H](O)[C@@H]1O (some centres undefined)	-5	-7	-11	-4	0.0	1	1	12
CCN(CC)c1ccc(NC2CC(=O)N(CCc3ccc(OC)cc3)C2=O)cc1 (centres undefined)	7	6	0	8	2.7	-3	-8	4
CCOC(=O)c1ccccc1N=Cc1c(O)c2ccccc2oc1=O	-3	4	-3	-5	0.1	-1	4	-10
CCOC(=O)Cn1c(=O)c2c(nc3n2CCN3Cc2ccccc2)n(C)c1=O	-6	0	-8	-7	-0.5	4	4	14

# Next section.
molecule	EBI2 antag	Gli-Sufu block	APOBEC3G inh	APOBEC3A inh	MPTP inh	NR3A LBD binder	CXCR6 inh	CCR6 antag
COc1ccc(N2CCc3c(C)nc4c(OC)cc(OC)cc4c32)cc1	16	54	-4	16	36	1	3	19
Cc1nnc(NC(=O)CSc2nccn2C)s1	5	6	-4	0	0.1	0	-7	-3
COCCN(C(=O)c1oc2ccccc2c1COC)c1c(N)n(CC(C)C)c(=O)[nH]c1=O	-5	-5	-6	5	-0.9	0	1	2
CCc1nnc(NC(=O)c2ccc(-c3ccc(C(C)=O)cc3)o2)s1	13	-21	-10	-3	-0.2	2	2	14
Cc1ccc(C(=O)N2CCN(c3cccc(C)c3C)CC2)o1	-25	22	0	-1	-1.0	0	-3	10
O=C(Nc1ccc2ncccc2c1)c1ccccc1	-7	-27	9	29	0.1	-1	10	3
CCOC(=O)c1[nH]c2cc3c(cc2c1NC(=O)CN1CCN(CCO)CC1)OCO3	-4	-2	-10	-2	0.1	0	-1	4
CCNC(=S)N/N=C/c1cc(Br)cc(Br)c1OC	12	-3	-2	7	0.4	-3	-4	4
O=c1[nH]c(SCc2c(Cl)cccc2Cl)nc2ccccc12	-7	-19	1	1	1.9	1	-5	19
COC(=O)C1=C(C)N(C)C(=S)N(C)C1c1cccc(Br)c1 (centres undefined)	3	0	-12	1	-1.1	0	6	15

# Next section:
molecule	EBI2 antag	Gli-Sufu block	APOBEC3G inh	APOBEC3A inh	MPTP inh	NR3A LBD binder	CXCR6 inh	CCR6 antag
Cc1cccc(Nc2c(-c3ccc(O)cc3)nc3ncccn23)c1	-4	-5	-6	-3	-0.5	1	7	0
CC(C)(C)c1ccc(C(=O)Nc2ccccc2NC(=O)c2ccco2)cc1	-17	8	-3	1	-2.2	-6	-6	16
CCN(Cc1ccncc1)C(=O)c1cc(COc2c(C)cccc2C)on1	-4	17	-3	-2	-0.4	1	1	7
O=C(OCC(=O)N1CCN(c2ccccc2)CC1)c1ccc[n+]([O-])c1	-8	-8	-3	24	0.0	-1	-4	5
Cc1ccc(-n2c(C)cc(/C=C3/SC(=O)N(CC(=O)N4CCOCC4)C3=O)c2C)nc1	.	-17	-10	-2	.	1	.	18
O=C(c1ccccc1Cl)N1CCC(c2nc3c(nnn3Cc3ccco3)c(=O)[nH]2)CC1	2	2	-5	-1	1.0	-1	2	0
O=C1CC(=O)CC(c2ccccc2Cl)C1	-7	2	0	1	-1.4	1	2	-7
c1ccc(COc2ncnc3c2ncn3CCCN2CCN(c3ccccn3)CC2)cc1	-4	-1	.	.	0.2	-2	2	7
O=C(c1cccc(-c2ccco2)c1)N1CCCC(N2CCN(c3ccc(F)cc3)CC2)C1 (centres undefined)	4	8	-4	-4	-0.7	0	1	12
CCOC(=O)c1cc(OC(=O)c2cccs2)n(-c2ccccc2)n1	-2	2	-8	-6	0.5	0	10	9

# Continued.
molecule	EBI2 antag	Gli-Sufu block	APOBEC3G inh	APOBEC3A inh	MPTP inh	NR3A LBD binder	CXCR6 inh	CCR6 antag
CS(=O)(=O)Nc1nnc(Cc2ccccc2)s1	1	-2	1	3	-5.0	11*	-2	-14
COC(=O)c1ccc2nc(C)cc(Nc3ccccc3C)c2c1	5	11	-7	-1	0.0	0	-1	-9
CC(=O)C1=C(O)C(=O)N(c2cc(C(C)(C)C)on2)C1c1ccc(Br)cc1 (centres undefined)	-1	-9	-4	-4	12	-17	11	4
CC(=O)NCCc1ccc(S(=O)(=O)N2CCOCC2)cc1	1	1	-6	-1	-0.2	4	-7	28
COc1cc(NC(=O)C(C)N2CCN(C(=O)C3CC3)CC2)cc(OC)c1 (centres undefined)	-3	2	-6	8	-1.5	0	-4	0
Cn1c(=O)oc2cc(S(=O)(=O)NCCC(=O)N3CCc4ccccc43)ccc21	-4	16	-7	-1	-0.6	1	2	-5
CC1(C)Cc2c(sc3c2C(=O)N(c2ccccc2)C2=NCCN23)CS1	-8	5	-1	6	-3.9	-2	-3	2
CCOC(=O)c1csc(NC(=O)c2ccc3c(c2)OCCO3)n1	7	-47	-3	-3	-0.7	-3	-4	-4
Cc1ccc(-c2nnn(CC(=O)N(CC3CCCO3)C(C(=O)NCC3CCCO3)c3ccc(F)cc3)n2)o1 (centres undefined)	0	-1	-5	-4	-3.7	0	-3	26
Cc1ccc(OCCN(C)C(=O)CC2C(=O)NCCN2CC(C)(C)C)cc1 (centres undefined)	-8	-7	-7	-2	-0.2	0	7	-1
Cc1ccc(C(=O)N(CC(C)C)c2nc3ccccc3s2)o1	21	-10	-7	-6	-1.1	4	0	23
CSc1nc2ccc(N3C(=O)C4CCCCC4C3=O)cc2s1 (centres undefined)	1	1	1	7	-0.4	0	6	0
